Bioassay records as filed in PubChem.
BioA inh – blocks M. tuberculosis BioA enzyme activity | purified M. tuberculosis BioA enzyme, plate reader | inhibition, % at 9.99 µM | actives 0.096% (n = 360,000) | AID 602481; in the data active = inhibition above about 40%
GDH-TPI counter – GDH-TPI coupled enzyme inhibition counter-screen. GDH-TPI coupled enzyme counterscreen, NADH absorbance. inhibition, % at 4.8 µM. actives 1.2% (n = 360,000). AID 588335; in the data active = inhibition above about 30%;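 also: 0% = DMSO wells and 100% = wells lacking the enzyme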
SARS 3CLpro inh – SARS-CoV 3CLpro protease inhibition; P0C6X7; recombinant SARS-CoV 3CLpro, quenched FRET peptide cleavage; inhibition, % at 6 µM; actives 0.14% (n = 290,000); AID 1706; in the data active = inhibition above about 12%
PriA SSB inh – inhibitors of Klebsiella pneumoniae PriA binding to SSB C-terminal tail; AlphaScreen SSBct-PriA binding, biotinylated peptide; inhibition, % at 33 µM; actives 0.6% (n = 430,000); AID 1272365; in the data active = inhibition mostly above about 37%, no sharp cut-off; inactive = mostly below about 20%;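 also: plate controls were negative control peptide for no effect and reference peptide for full effect; strong numbers were not always called active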
Mtb UGM inh – inhibitors of M. tuberculosis UDP-galactopyranose mutase | P9WIQ1 | inhibition, % at 10 µM | purified UGM, fluorescence polarization probe displacement | actives 0.06% (n = 320,000); in the data active = inhibition above about 10%, passing the limit was not always enough
MazF activator – MazEF (E. coli) toxin RNase activation; P0AE70; FAM/BHQ RNA-DNA oligo cleavage fluorescence, 5 h; activation, % at 20 µM; actives 0.32% (n = 350,000); in the data active = activation above about 50%
Target sequence (P0AE70 whole entry, looked up): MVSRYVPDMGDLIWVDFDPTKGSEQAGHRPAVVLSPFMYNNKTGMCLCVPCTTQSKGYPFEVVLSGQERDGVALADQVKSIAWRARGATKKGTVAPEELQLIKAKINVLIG
Rv3671c protease – inhibits the M. tuberculosis serine protease Rv3671c; actives 0.048% (n = 320,000); P9WHR9; inhibition, % at 5.96 µM; in the data active = inhibition above about 38%;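 also: extracellular domain of Rv3671c used as enzyme; 0% = enzyme with DMSO and 100% = no enzyme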
Target sequence (P9WHR9 whole entry, looked up, the tested form may be a part): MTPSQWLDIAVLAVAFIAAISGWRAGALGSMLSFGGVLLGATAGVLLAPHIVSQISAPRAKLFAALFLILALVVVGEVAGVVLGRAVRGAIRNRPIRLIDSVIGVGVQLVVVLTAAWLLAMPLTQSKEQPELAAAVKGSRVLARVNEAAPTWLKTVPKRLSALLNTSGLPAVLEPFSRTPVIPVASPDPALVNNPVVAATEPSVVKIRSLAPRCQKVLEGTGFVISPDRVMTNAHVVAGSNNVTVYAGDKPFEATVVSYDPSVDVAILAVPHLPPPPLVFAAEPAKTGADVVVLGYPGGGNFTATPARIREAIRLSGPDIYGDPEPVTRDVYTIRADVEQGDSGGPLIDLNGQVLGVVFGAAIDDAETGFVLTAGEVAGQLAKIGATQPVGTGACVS
VHR inh abs – inhibitors of human VHR1 phosphatase (DUSP3); P51452; recombinant VHR phosphatase, pNPP absorbance; inhibition, % at 13.3 µM; actives 0.52% (n = 290,000); AID 1654; in the data active = inhibition above about 50%; also: some compounds called inactive have numbers as strong as hits
Vc quorum ag – inducers of Vibrio cholerae quorum light production without autoinducers; activation, % at 18.7 µM; actives 0.16% (n = 350,000); AID 588436; V. cholerae BH1578 lux reporter, luminescence, 6 h; in the data active = activation mostly above about 9.7%, no sharp cut-off; also: not every result past the cut was called active; inactives centre near 0; reference of the scale not given here
Mtb FBA inh – inhibitors of M. tuberculosis fructose-bisphosphate aldolase | P9WQA3 | purified M. tuberculosis FBA, fluorescence read-out | inhibition, % at 1 µM | actives 2.3% (n = 360,000); in the data active = inhibition above about 27%;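 also: 0% = vehicle and 100% = reference inhibitor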
Target sequence (P9WQA3 whole entry, looked up): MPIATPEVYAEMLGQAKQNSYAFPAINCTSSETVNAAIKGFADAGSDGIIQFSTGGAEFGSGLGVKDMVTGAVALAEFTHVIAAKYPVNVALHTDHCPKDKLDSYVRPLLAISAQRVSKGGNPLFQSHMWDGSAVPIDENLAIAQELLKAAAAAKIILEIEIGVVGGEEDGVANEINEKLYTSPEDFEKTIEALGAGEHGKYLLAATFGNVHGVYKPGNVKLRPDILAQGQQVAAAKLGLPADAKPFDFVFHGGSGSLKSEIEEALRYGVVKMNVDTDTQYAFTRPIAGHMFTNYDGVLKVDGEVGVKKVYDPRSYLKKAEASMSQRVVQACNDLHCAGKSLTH
* marks the source's active call; other numbers are inactive results; i = inactive; / = not tested or not shown; + = active, no number.

Compound	Rv3671c protease	VHR inh abs	PriA SSB inh	Vc quorum ag	MazF activator	BioA inh	Mtb UGM inh	GDH-TPI counter	SARS 3CLpro inh	Mtb FBA inh
COC(=O)C(O)(c1ccc(N(C)C(=O)COc2ccccc2)cc1)C(F)(F)F (centres undefined)	3	-33	-14	0.0	-11	/	/	-4	5	0
CCOc1ccc(CCNC(=O)COC(=O)c2ccc(Cl)nc2)cc1OCC	0	/	-6	-0.4	-6	2.1	-0.4	7	/	-2
COc1ccccc1/C=C/C(=O)Nc1cccc(C(C)=O)c1	-11	26	1	-0.3	-11	/	2.3	20	4	4
CC(=O)c1cc(C(=O)N2CCCC(C(=O)c3ccc(Cl)cc3)C2)cs1 (centres undefined)	6	11	-4	2.9	0	9.2	-1.1	0	2	-2
O=[N+]([O-])c1cccc(C(=NCc2ccccc2)NO)c1	/	-3	0	i	7	0.2	1.6	-5	1	5
COc1ccc(CC(=O)Nc2cc(=O)n(C)c(=O)n2C)cc1	-7	4	-8	-0.2	9	-0.3	2.9	4	-1	1
COc1ccc(CC(N)c2csc(NC(=O)c3ccc(OC)cc3)n2)cc1 (centres undefined)	/	/	/	0.1	/	1.4	/	5	/	-1
CCOc1ccc(/C=C(\C(=O)O)c2ccc(S(=O)(=O)N3CCOCC3)s2)cc1OC	-10	-10	-10	i	7	1.0	-0.3	23	-1	-3
CC(C)CC(=O)NC(NC(=S)Nc1ccccc1)C(Cl)(Cl)Cl (centres undefined)	1	18	-2	i	5	2.1	-2.4	2	3	6
C=CCn1c(SCC(=O)NCc2cccs2)nnc1C1CCCCC1	-4	18	1	i	0	-0.5	-0.6	7	-3	2
CCOc1ccc(/C=C(/NC(=O)c2ccccc2Cl)C(=O)O)cc1	7	11	-14	i	1	/	0.1	2	0	-3
CC1Sc2ccc(S(=O)(=O)CCC(=O)Nc3cc(F)ccc3F)cc2NC1=O (centres undefined)	0	25	2	i	9	11	-1.1	-1	-3	-3
COC(=O)CSc1ccc2c(N)c(C(=O)OC)sc2c1	1	38	-23	i	-3	1.6	-5.8	15	-6	13
CCCCOc1ccc(S(=O)(=O)N2CCN(C)CC2)cc1	-36	/	-6	0.2	-1	0.6	-1.5	9	/	-3
O=C(CSc1ncn[nH]1)Nc1ccnc2ccccc12	-4	8	-15	-0.2	4	1.1	0.3	7	-2	-4
CC(=O)c1cccc(NC(=O)c2ccc(S(=O)(=O)N3CCCC3)cc2)c1	7	22	6	1.5	7	9.9	0.8	-3	-7	1
COCCCn1c(=O)c2sccc2n(Cc2cccc(F)c2)c1=O	3	9	-13	i	2	-0.6	-1.9	6	0	0
CCC(C)NC(=O)COc1ccc(Br)c(C)c1 (centres undefined)	2	-7	-4	-0.1	-2	0.0	-1.3	-6	6	0
COc1ccc(OC)c(/C=N/NC(=O)CC2C(=O)NN=C2C)c1 (centres undefined)	0	-15	/	0.6	3	16	-1.0	15	0	68*
NC(C(=O)O)C(c1ccccc1)C(F)F (centres undefined)	-2	10	4	/	-13	/	-2.5	/	0	/
CCOC(=O)N1CCN(C(=O)C2CCC(CNS(=O)(=O)c3ccccc3)CC2)CC1 (centres undefined)	9	21	-1	-17	-2	6.7	0.0	-2	1	-3
O=C(Nc1nncs1)c1cccc(S(=O)(=O)N2CCCC2)c1	2	-1	-15	-0.3	1	1.2	-5.3	20	1	-3
COc1ccc(C(O)(c2ccccc2OC)C(CN2CCOCC2)c2ccccc2)cc1 (centres undefined)	1	2	-1	0.0	-8	/	0.0	3	6	7
Cc1cc(C)c(S(=O)(=O)N(CC(=O)N2CCOCC2)C2CCCCC2)c(C)c1	-1	13	-14	3.7	2	0.6	-1.1	11	2	-9
Cc1ccc(-n2c(SCC(=O)Nc3cc(C)on3)nc3c([nH]c4ccccc43)c2=O)cc1	-19	19	-10	/	-11	-0.5	4.6	18	2	1
Cc1c(NC(=O)C(C)Oc2ccccc2F)c(=O)n(-c2ccccc2)n1C (centres undefined)	-6	-3	2	i	1	-0.1	0.0	5	-6	-2
O=C(Nc1ccccc1)c1ccc(NCCc2ccccc2)c([N+](=O)[O-])c1	-11	14	-4	-0.7	+	/	0.4	3	1	-1
COc1cc(S(=O)(=O)N2CCCCCC2)ccc1Cl	0	19	-24	-0.2	0	-0.4	-0.2	7	3	0
CC(=O)C1=C(c2ccccc2)NC(=O)NC1c1ccccc1OCC#N (centres undefined)	-4	4	5	i	-9	-3.8	-2.0	7	-8	-1
COCCn1nnnc1SCC(=O)Nc1ccc2c(c1)OCO2	7	9	6	i	7	-1.2	-3.0	-4	-1	-3
Cc1nc(C(F)(F)F)c(C(=O)N/N=C(\N)c2ccccn2)s1	-9	-2	/	-0.4	41	/	-1.5	9	2	-1
COc1ccc(-n2c(O)c(/C=N/NS(=O)(=O)c3cc(C)ccc3C)c3ccccc3c2=O)cc1OC	-35	-6	/	i	-11	-9.1	-0.1	17	2	16
CCC(C)Sc1ccc([C@H]2N[C@@](C)(C(=O)OC)[C@H]3C(=O)N(CC)C(=O)[C@@H]23)cc1OC (some centres undefined)	10	/	1	-0.7	3	-0.4	-2.3	0	/	0
CCC(=O)Nc1ccc(NC(=O)CSc2nc3cc4c(cc3cc2C)CCC4)cc1	-8	-7	-18	i	-1	-1.0	-1.3	14	3	-1
Cn1c(=O)[nH]c(=O)c2c1nc(NCCN)n2CCOc1ccccc1	4	16	3	i	5	-0.8	-0.7	-8	4	0
CC(C)c1ccc(Nc2nnc(SC3CCOC3=O)s2)cc1 (centres undefined)	7	-1	4	2.4	-10	-2.3	-1.5	9	-1	5
Cc1ccc(NC(=O)/C(=C\c2cccc(Br)c2)NC(=O)c2ccco2)cc1	-1	26	-3	-0.9	-2	/	1.1	14	4	4
Cc1ccc(OCC(=O)OCC(=O)c2cccc([N+](=O)[O-])c2)cc1C	1	-7	-1	-0.4	7	-2.1	-0.1	6	4	0
O=C(COC(=O)CCc1nc2ccccc2c(=O)[nH]1)Nc1ccc(Cl)cn1	-8	-15	-11	i	-5	-2.3	0.6	0	0	-2
Cc1cccc(NC(=O)Cn2cnc3c(oc4nc5c(cc43)COC(C)(C)C5)c2=O)c1	-19	21	-10	i	16	-1.1	-1.0	4	4	-1
CCOC(=O)c1cc2c(ccn2C)n1CC(=O)N(C)C	-6	18	-15	i	7	/	0.8	-3	-3	3
Cc1ccccc1N1CCN(C2CCCN(C(=O)c3ocnc3C)C2)CC1 (centres undefined)	/	0	-13	-0.3	-1	0.0	1.2	-2	-3	-1
O=C(NCC(c1ccco1)N1CCc2ccccc2C1)c1cccc([N+](=O)[O-])c1 (centres undefined)	-1	/	-7	i	-2	1.4	1.7	0	/	-2
O=C(NCc1ccc(F)cc1)c1ccc(S(=O)(=O)N2CCCC2)cc1	/	/	/	-7.7	7	-0.5	/	4	/	-3
O=C(COC(=O)c1ccc([N+](=O)[O-])o1)NC1CCCCC1	-8	/	1	i	4	-1.0	-1.7	-1	/	-4
COc1ccc(C(=O)NCCSC2CCCCC2)cc1	3	-7	-14	-0.2	-13	/	-2.4	8	-1	0
OCCNCc1cc(Br)ccc1OCc1ccc(Cl)cc1Cl	/	35	9	-17	6	2.5	/	2	-2	4
O=C(CCN1C(=O)C2C3C=CC(C3)C2C1=O)N1CCN(c2cccc(Cl)c2)CC1 (centres undefined)	-3	32	-1	i	5	1.2	-1.4	0	1	5
CCCCCCn1c(COc2ccccc2F)nnc1SCC(=O)c1c(N)n(C)c(=O)n(C)c1=O	0	-1	/	/	/	/	1.3	/	1	/
NC(=O)NNc1cccc(Cl)n1	-5	-6	-6	i	8	2.5	-2.7	2	-2	-4
O=C(CNC(=S)N(Cc1ccc(F)cc1)C1CCCCC1)NCCN1CCOCC1	-6	24	2	-0.8	9	-2.1	-1.7	7	5	1
COc1ccccc1NC(=O)Nc1ccccc1N1CCOCC1	-8	23	-1	-0.5	5	-0.9	0.3	2	0	2
C=CCn1c(O)c(C=NCCN2CCNCC2)c(=O)[nH]c1=O	-6	24	-5	i	-2	-3.5	1.4	-7	2	2
COc1cccc(N2CCN(c3ccc4nnc(CCC(=O)Nc5cc(C)ccn5)n4n3)CC2)c1	1	2	5	-0.4	-14	-0.2	-0.7	1	3	-2
CC(C(=O)N(C)C1CCCCC1)N1CCC(C(N)=O)CC1 (centres undefined)	8	26	-4	-0.4	10	/	-1.1	-3	0	0
Cc1noc(NS(=O)(=O)c2ccc(NC(=O)C(Cl)(Cl)Cl)cc2)c1C	-3	14	-6	0.1	10	0.5	1.6	-9	-4	-2
COc1cc([N+](=O)[O-])cc(/C=N/NC(=O)c2cccnc2)c1O	9	13	/	-7.9	-3	0.3	1.6	23	7	-20
COc1ccc(NC(=O)COc2nsnc2N2CCOCC2)cc1	2	13	-7	-1.8	-3	/	1.1	-5	2	-5
COC(=O)CSc1nnc(Cc2cc(=O)[nH]c(=O)[nH]2)n1-c1cccc(OC)c1	-2	11	-34	i	-15	-2.8	1.4	-2	-3	2
Cc1cc(=O)[nH]c2c(N=Nc3ccc(O)cc3)c(N)nn12	/	-1	5	-0.3	-3	-1.0	/	8	4	-20
Cc1cc2c(cc1C)CN(c1ccccc1)C2	2	27	1	-0.6	6	0.0	0.8	0	3	1

Some of the compounds tested (hit frequency here may not be typical).
